From PubChem
Hsp70 activator: Hsp70 transcriptional activators, primary screen, cell-based, HeLa, Hsp70 promoter luciferase, luminescence, 10 µM | activation, % at 10 µM | AID 1203, 2008 | HeLa Hsp70 promoter luciferase reporter; scaled: vehicle 0, proteasome-inhibitor control 100% | actives 0.04% (n = 200,000);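 active means activation above the mean across all tested compounds plus 3 SD, cutoff set per campaign, cut at about 5.5% in these data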;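 further: 100% = MG132 at 30 µM as the positive control and 0% = DMSO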
STAT1 activator: STAT1 signaling activators, primary screen, cell-based, HTS, luciferase reporter | NIH 3T3 STAT1-luciferase reporter, IFN-gamma, luminescence; 100% = IFN-gamma alone, no compound | actives 2.6% (n = 200,000) | activation (% of control), % at 5.5 µM;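 active means activation above the screen-wide mean activation plus 3 SD, cut at about 130% in these data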;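 further: raw ratio to IFN-gamma control signal so 100% means no change and 0% no light; values of inactives mirror those of a sister screen read the other way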
APP transl inh: inhibitors of APP translation via 5'UTR reporter, primary screen, APP 5'UTR luciferase, SH-SY5Y cells; SH-SY5Y APP 5'UTR-luciferase reporter, luminescence; inhibition, % at 2 µM; actives 0.82% (n = 190,000);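 active means inhibition above a set limit, derived from the sample mean plus 3 SD, cut at about 45% in these data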; further: values of inactives mirror those of a sister screen read the other way
TLR4 MyD88 comp: inhibitors of TLR4-MyD88 association in cells, primary screen, cell-based, HeLa CL3-4, BLA complementation, FRET ratio. Toll-like receptor 4 (Homo sapiens) + Myeloid differentiation primary response protein …. HeLa CL3-4 TLR4/MyD88 BLA complementation. inhibition, % at 8.4 µM. actives 0.18% (n = 200,000). AID 861, 2007; in the data active means inhibition above about 25%;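 further: 0% = vehicle and 100% = reference inhibitor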
Target sequence (O00206 whole entry, looked up): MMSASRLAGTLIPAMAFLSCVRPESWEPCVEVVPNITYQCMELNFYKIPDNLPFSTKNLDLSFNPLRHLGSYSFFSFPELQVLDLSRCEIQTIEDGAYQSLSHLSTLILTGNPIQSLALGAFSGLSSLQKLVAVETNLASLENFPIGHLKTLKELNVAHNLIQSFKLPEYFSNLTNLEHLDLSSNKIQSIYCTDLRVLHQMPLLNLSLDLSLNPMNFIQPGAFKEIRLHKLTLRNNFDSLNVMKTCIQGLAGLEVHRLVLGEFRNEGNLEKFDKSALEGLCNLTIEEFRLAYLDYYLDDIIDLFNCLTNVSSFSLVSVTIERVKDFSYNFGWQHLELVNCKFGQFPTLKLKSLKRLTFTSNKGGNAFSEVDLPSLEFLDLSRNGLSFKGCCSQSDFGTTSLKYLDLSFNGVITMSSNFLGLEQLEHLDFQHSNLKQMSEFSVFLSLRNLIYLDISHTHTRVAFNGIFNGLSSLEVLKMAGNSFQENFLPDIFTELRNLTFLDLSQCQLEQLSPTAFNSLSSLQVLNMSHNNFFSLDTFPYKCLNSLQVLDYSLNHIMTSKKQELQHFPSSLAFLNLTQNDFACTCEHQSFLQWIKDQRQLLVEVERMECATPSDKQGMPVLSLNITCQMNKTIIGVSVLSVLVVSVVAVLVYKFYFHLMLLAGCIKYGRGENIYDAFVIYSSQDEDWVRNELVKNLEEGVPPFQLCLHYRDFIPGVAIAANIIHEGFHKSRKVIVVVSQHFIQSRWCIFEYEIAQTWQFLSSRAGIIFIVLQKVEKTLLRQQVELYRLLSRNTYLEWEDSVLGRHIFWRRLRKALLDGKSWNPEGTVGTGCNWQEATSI
Target sequence (Q99836 whole entry, looked up): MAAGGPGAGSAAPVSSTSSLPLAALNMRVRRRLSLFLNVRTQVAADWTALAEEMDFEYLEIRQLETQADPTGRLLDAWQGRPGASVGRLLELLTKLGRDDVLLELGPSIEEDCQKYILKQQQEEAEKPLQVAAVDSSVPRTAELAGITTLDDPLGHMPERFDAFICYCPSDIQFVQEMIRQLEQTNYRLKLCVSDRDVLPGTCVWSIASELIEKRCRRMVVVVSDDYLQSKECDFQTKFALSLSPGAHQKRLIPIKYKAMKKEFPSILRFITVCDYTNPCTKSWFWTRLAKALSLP
Diaphorase act: compounds boosting diaphorase resazurin reduction – biochemical, uHTS, resorufin fluorescence, counter-screen for diaphorase-coupled primary assays, primary screen. AID 1229, 2008. actives 0.005% (n = 190,000). Diaphorase/resazurin coupled assay, 16 min; hits give high values; 1 = vehicle wells, 0 = NADH-free wells. activation factor at 20 µM;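 active means diaphorase activity raised at least twofold by the compound at 20 µM; inactive means activation factor below 2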
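Test system: Clostridium kluyveri diaphorase, purified enzyme. Buffer or medium: 50 mM HEPES pH 7.4 buffer plus MgCl2 and Tween 20. Also added: 0.114 mM NADH and 0.1 mM resazurin, final amounts. Dosing: compound 20 µM once, DMSO 1%. Schedule: 16 min enzyme reaction, ambient temperature. Detection: fluorescence of resorufin, 544 nm excitation, 590 nm emission.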
STAT3 activator: IL-6 driven STAT3 reporter potentiators, primary screen, U3A cells, luciferase, luminescence, MLSCN library. activation (% of control), % at 5.6 µM. actives 0.91% (n = 190,000). IL-6 STAT3-luciferase reporter; 100% = signal with IL-6 EC80 alone;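 active means activation above the screen-wide mean of compound activation plus 3 SD, cut at about 130% in these data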;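 further: 0% = background luminescence of wells with medium and substrate only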
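Test system: Human STAT1-deficient U3A cells with stable STAT3-luciferase reporter | Also added: Interleukin-6, 33 ng/mL | Timing: Compound pre-incubation 1 h before IL-6, then 6 h stimulation at 37 °C | Technique: Luciferase reporter luminescence | Read-out: Percent of IL-6-only median luminescence | Benchmarks: IL-6-only wells as 100% reference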
STAT1 blocker: STAT1 signaling inhibitors, primary screen, cell-based, HTS, luciferase reporter | NIH 3T3 STAT1-luciferase reporter, IFN-gamma, luminescence | AID 920, 2007 | actives 0.35% (n = 200,000) | inhibition, % at 5.5 µM;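 active means inhibition above a set limit, the mean inhibition across all tested compounds plus 3 SD, cut at about 34% in these data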;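 further: 0% = IFN-gamma with DMSO and 100% = IFN-gamma with 300 µM nifuroxazide; values of inactives mirror those of a sister screen read the other way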
G6PDH counter: L. mesenteroides G6PDH inhibitors, counter-screen for G6PDH-coupled screening assays, biochemical, Leuconostoc mesenteroides enzyme. inhibition, % at 5 µM. actives 0.12% (n = 200,000). Purified L. mesenteroides G6PDH, diaphorase/resazurin coupled fluorescence, 45 min; in the data active means inhibition above about 50%
Diaphorase inh: diaphorase inhibitors and chemical oxidizers, primary screen, counter-screen for diaphorase-coupled primary assays, biochemical, uHTS, resorufin fluorescence; AID 1217, 2008; diaphorase resazurin-to-resorufin fluorescence, NADH, 16 min; bacterial (C. kluyveri) enzyme, not human; actives 0.69% (n = 190,000); inhibition, % at 20 µM;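 active means primary screen inhibition at 20 µM above a set limit, cut at about 50% in these data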;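 further: plate controls were DMSO with full reaction for no effect and wells lacking NADH for full effect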
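Test system: Clostridium kluyveri diaphorase enzyme / Quantity: diaphorase at 0.14 U/mL in enzyme working solution / Incubation: 16-min room-temperature incubation before reading / Benchmarks: NADH-free wells as positive control, DMSO-only neutral wells / Signal: resorufin fluorescence 544/590 nm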
STAT3 inh: IL-6 driven STAT3 reporter inhibitors, primary screen, U3A cells, luciferase, luminescence, MLSCN library | IL-6 STAT3-luciferase reporter; host cell line lacks STAT1 | inhibition, % at 5.5 µM | actives 0.89% (n = 190,000);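 active means inhibition above the mean inhibition across all screened compounds plus 3 SD, cut at about 44% in these data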;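 further: 0% = DMSO only wells and 100% = 100 µM nifuroxazide control wells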
An asterisk follows results filed as active; / = no result given.

Molecule	Hsp70 activator	STAT1 activator	APP transl inh	TLR4 MyD88 comp	Diaphorase act	STAT3 activator	STAT1 blocker	G6PDH counter	Diaphorase inh	STAT3 inh
O=C1c2cccc3cccc(c23)C(=O)N1CCN1CCN(CC(O)COc2ccccc2)CC1 (centres undefined)	-0.1	92	11	8	0.9	93	8	-16	6	7
CCCn1c(SCC(=O)Nc2nnc(C)s2)nnc1-c1ccoc1C	0.0	99	0	-5	1	104	1	8	4	-2
O=C(CSc1nnc(-c2c[nH]c3ccccc23)n1-c1ccc(F)cc1)NCc1ccco1	0.4	105	-15	-3	0.9	94	-5	5	15	11
COc1cc(SC)ccc1C(=O)Nc1ccncc1	-0.2	113	-6	-1	1	81	-16	13	0	29
COc1ccc(-n2nc3cc(C)c(NC(C)=O)cc3n2)cc1	-0.5	63	-123	-3	1	38	39*	12	-3	76*
CC(C)n1c(SCC(N)=O)nc2c1c(=O)[nH]c(=O)n2C	-0.6	104	-5	-11	1.1	104	-4	6	-8	-1
Cc1ccc(S(=O)(=O)N2CCCC2C(=O)NCCc2nc3ccccc3[nH]2)cc1 (centres undefined)	-0.2	84	-6	-7	0.9	88	15	6	11	16
Cc1cc(C)cc(C(=O)NCC(=O)OCC(=O)N2c3ccccc3NC(=O)C2(C)C)c1	-0.3	105	20	0	0.9	100	-5	-6	12	-4
Nc1cc(N)cc(C(=O)OCC(=O)Nc2cc(S(=O)(=O)N3CCCCC3)ccc2Cl)c1	0.0	99	2	6	0.9	103	0	4	9	-2
O=C(CCc1nc2ccccc2s1)Nc1cccnc1	-0.2	100	12	-5	1	109	0	4	-2	-6
CC[n+]1c(/C=C2\C=C(C)CC(C)(C)C2)sc2ccccc21	-0.6	77	11	-7	0.7	60	26	2	31	50*
CCOC(=O)C1=C(C)OC(N)=C(C#N)C1c1ccc(O)c(OC)c1 (centres undefined)	0.1	101	-11	9	0.8	103	-1	1	18	-7
Cc1cc(Nc2ccccc2Cl)n2nnnc2n1	0.6	96	-1	-6	0.9	94	4	3	10	5
C=CCn1c(SCC(=O)NCc2cccs2)nnc1C1CCCCC1	0.0	98	-2	7	0.8	106	4	14	25	-3
NC(=O)C1CCN(C(=O)CN2CCc3ccccc32)CC1	-0.2	106	1	-1	0.9	113	-6	-1	6	-11
O=C(c1cccc(S(=O)(=O)N2CCCCCC2)c1)N1CCN(c2ccccc2)CC1	0.1	97	-4	18	0.8	101	1	10	19	6
Cc1ccsc1C(=O)Nc1ccc(C(=O)O)cc1	-0.4	101	4	-15	1	107	-1	2	4	-10
COc1ccc(C(NC(=O)c2ccco2)c2ccc(OC)c(OC)c2)cc1OC	-0.1	105	14	4	0.8	98	-5	12	20	12
CC1=NN(C(=O)c2nn(C)cc2Br)C(O)(C(F)(F)F)C1 (centres undefined)	0.2	118	-19	-3	1	108	-20	6	-2	-4
O=C(CN1C(=O)NC2(CCCc3ccccc32)C1=O)N1CCc2ccccc2C1 (centres undefined)	0.3	100	-8	-5	0.8	104	0	5	18	0

Just G6PDH counter (2 entries from above):
SMILES | G6PDH counter
NC(=O)C1CCN(C(=O)CN2CCc3ccccc32)CC1 | -1
O=C(c1cccc(S(=O)(=O)N2CCCCCC2)c1)N1CCN(c2ccccc2)CC1 | 10

Additional compounds.
Molecule	Hsp70 activator	STAT1 activator	APP transl inh	TLR4 MyD88 comp	Diaphorase act	STAT3 activator	STAT1 blocker	G6PDH counter	Diaphorase inh	STAT3 inh
COc1cccc(NC(=O)N2CCN(S(C)(=O)=O)CC2)c1	-0.1	97	-10	-1	0.8	106	3	7	19	-8
O=C1c2ccccc2C(=O)N1CCCN1CCN(CCCN2C(=O)c3ccccc3C2=O)CC1	-0.6	99	0	-9	/	103	1	/	/	-2
CCOC(=O)Cc1nc(-c2ccc(Cl)cc2)n[nH]1	-0.3	105	-4	10	0.9	91	-6	5	12	11
Cc1cc(C(=O)CSc2nnnn2C)c(C)n1CCc1ccc(Cl)cc1	-0.3	102	9	1	0.9	103	-3	-3	9	-1
COc1ccc2c(-c3cccnc3)cc(=O)[nH]c2c1	-0.3	100	-12	5	0.9	99	1	7	12	4
Cc1ccc(CO/N=C\Cc2snc(Sc3ncc(C(F)(F)F)cc3Cl)c2C#N)cc1	-0.5	101	6	-3	0.8	100	-1	5	17	6
CC(CCc1ccco1)NC(=O)Cn1ncc2c(=O)oc3ccccc3c21 (centres undefined)	-0.2	95	-6	-1	0.9	105	6	-4	5	-6
CCn1c(C)nc2cc(C(=O)NNC(=S)Nc3ccccc3Cl)ccc21	-0.1	123	-77	0	0.8	100	-25	-3	17	-4
Cc1c(C(=O)NCc2ccc(S(N)(=O)=O)cc2)oc2ccc(Cl)cc12	0.1	106	-9	-10	1	98	-8	4	-5	8
Cc1cccnc1NC(=S)NC(=O)/C=C/c1ccco1	-0.2	115	-68	-5	0.8	96	-17	10	15	10
O=C(NCCCc1nc2ccccc2[nH]1)c1ccc(F)cc1	-0.3	104	2	2	1	101	-5	6	-3	0
S=c1[nH]cc(-c2ccc(Cl)cc2)n1-c1ccccc1	-0.4	100	-4	-6	0.8	88	0	-5	20	14
CC(C)(C)c1ccc(OC2=CS(=O)(=O)c3ccccc32)cc1	0.1	111	-26	3	0.9	114	-12	15	5	-8
O=C(OCn1ncc(Br)c(Br)c1=O)c1ccccc1Cl	17*	97	/	14	0.9	95	3	0	9	12
COc1ccc(-c2cc(=O)oc3cc(OCC(=O)c4cccc([N+](=O)[O-])c4)ccc23)cc1	0.3	99	1	-7	1	102	1	-2	-4	0
O=C(Nc1nnc(COc2ccccc2)s1)C1CCN(S(=O)(=O)c2ccc(Cl)cc2)CC1	-0.4	95	/	0	0.9	101	-5	5	7	-1
O=[N+]([O-])c1c(NCCCO)cc(Sc2nc3ccccc3s2)c2nonc12	0.9	118	42	12	0.3	112	-20	51*	71*	-8
CCCN1CCN(C(=O)Nc2cccc(C(F)(F)F)c2)CC1	-0.1	111	-6	-3	0.9	98	-11	21	13	12
COc1ccc(C(=O)Nc2cccc(-c3ccc4nncn4n3)c2)cc1	0.2	96	1	-4	1	89	5	-9	2	13
CC(=O)c1ccc(NC(=O)CSc2ccsc2[N+](=O)[O-])cc1	0.1	100	-31	-12	0.8	103	1	-9	23	2
CC(NC(=O)c1cn(C)c2ccc(S(=O)(=O)N3CCCC3)cc2c1=O)c1ccc2c(c1)OCCO2 (centres undefined)	-0.3	97	-7	-6	0.8	108	4	2	21	1
CNc1nc(-c2ccc3c(c2)CCN3S(=O)(=O)c2ccccc2)c(C)s1	-0.4	91	6	-1	0.7	78	9	12	32	31
Cc1oc(C(C)(C)C)cc1C(=O)Nc1cccc(/C=C/C(=O)O)c1	-0.2	93	-3	5	1	116	7	8	3	-20
CCOC(=O)N1CCC(=NNc2ccc(S(=O)(=O)N3CCOCC3)cc2[N+](=O)[O-])CC1	-0.2	99	-12	4	0.8	96	1	4	16	13
Cn1c(=O)oc2cc(S(=O)(=O)N3CCC(C(=O)N4CC=C(c5ccccc5)CC4)CC3)ccc21	-0.4	87	12	1	0.9	102	15	4	6	2
O=C(Nc1ccccn1)c1ccc(=O)[nH]n1	-0.2	108	-13	-11	0.8	99	-8	-1	24	4
CSc1ccccc1-c1nnc(-c2ccc(Cl)c(Cl)c2)o1	-0.1	103	2	-4	1	128	-3	0	0	-32
Cc1cc2c(N=NC(=O)C3CC3c3ccccc3)c(O)[nH]c2cc1Br (centres undefined)	-0.4	99	-3	-7	0.9	99	1	-3	5	-2
Cc1c(N/C=C/C(=O)c2cccs2)c(=O)n(-c2ccccc2)n1C	-0.1	128	-29	-5	0.8	99	-30	6	23	4
CCCCn1c(=O)[nH]c(=O)c2c1nc(-c1ccc(-c3ccccc3Br)o1)n2CC	0.3	104	11	2	0.8	98	-4	-1	17	14
CCCCOc1ccc(-c2cnc3ccccc3n2)cc1	-0.3	149*	/	6	0.8	64	-55	-12	16	42
